# aSyn yeast rescue = rescues yeast growth from alpha-synuclein toxicity | S. cerevisiae alpha-synuclein toxicity rescue, BacTiter-Glo growth, 24 h | Potency, µM (series often up to 46.1 µM), without a hit: at the top dose growth rescue (activation), usual class: activators | actives 0.02% (n = 94,000); active means well fitted activation curve with a large enough effect; further: 0% is about no effect
#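 Growth restoration measured by BacTiter-Glo luminescence after 24 hr at 30 deg C; alpha-synuclein yeast, raffinose-pregrown to mid-log, were added at OD600=0.02 in galactose medium onto pinned compounds.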
# Numbers without * were called inactive. Potency means the concentration at half of the fitted maximal effect.
SMILES,aSyn yeast rescue
C[C@@H]1ON(C)[C@H]2C[C@H]3c4[nH]c5ccccc5c4CCN3C[C@@H]12,4%
Cc1cc(F)ccc1S(=O)(=O)Nc1ncnc2sccc12,-5%
COc1ccccc1CC(=O)NNC(=O)CN(C)S(=O)(=O)c1ccc(Cl)cc1,6%
CN(Cc1ccccn1)Cc1cn(Cc2ccccc2)nc1-c1ccc2c(c1)OCO2,4%
CCN1CCN(c2cc3c(cc2F)c(=O)c(S(=O)(=O)c2ccc(OC)cc2)cn3CC)CC1,5%
COc1ccc2c(CNCc3ccc(C)o3)c(C(=O)O)n(Cc3ccccc3C)c2c1,-10%
Cc1ccc(NC(=O)CN(C)CC(=O)Nc2ccccc2-c2ccccc2)cc1,-14%
Cc1cn([C@H]2C[C@H](O)[C@@H](CNCc3cccc(OC4CCCC4)c3)O2)c(=O)[nH]c1=O,8%
COc1cccc(/C=C/c2nc(C#N)c(N3CCCCCC3)o2)c1,-5%
Cc1nn(CCO)c2ncc(C(=O)c3cc(Cl)ccc3O)cc12,9%
O=S(=O)(c1ccccc1)N(CC(O)CN1CCOCC1)c1ccccc1 (configuration not stated),-6%
CC(C)(C)c1ccc(C(=O)O)c(C(=O)c2ccc(C(=O)O)cc2)c1,-1%
CCN(CCCNC(=O)Cn1ncc2c([nH]c3ccccc32)c1=O)c1cccc(C)c1,5%
Cc1ccc(CNC(=O)C(=O)NCC(c2ccco2)S(=O)(=O)c2cccs2)cc1 (configuration not stated),-2%
COc1ccc(CNC(=O)C2CCCN2S(=O)(=O)c2ccc(F)cc2)cc1 (configuration not stated),8%
CCC(=O)N(CCC(c1ccccc1)c1ccc2c(c1)OCO2)Cc1ccc(OC(C)C)cc1 (configuration not stated),11%
Cc1ccc(-c2ccc(CN3C(C)C(=O)N(Cc4cn(CCC5OCCCO5)nn4)CCS3(=O)=O)cc2)cc1 (configuration not stated),-6%
CC(Nc1nc2ccccc2n2cnnc12)c1ccccc1 (configuration not stated),6%
O=C(Cn1cnc([N+](=O)[O-])c1)Nc1ccc(Cl)cc1Cl,-7%
C[C@@H]1CN([C@H](C)CO)C(=O)c2cc(Br)cnc2O[C@@H]1CN(C)C(=O)c1ccccc1,-2%
CC1CCN(C(=O)c2cc(-c3cccc(Cl)c3)on2)CC1,1%
Cc1nnsc1C(=O)N1CCC(CO)(Cc2ccccc2Cl)CC1,-4%
CCOC(=O)c1c(C)oc2nc(C)nc(N3CCN(c4cccc(C(F)(F)F)c4)CC3)c12,7%
CCOC(=O)C1CCCCN1S(=O)(=O)c1csc(C(N)=O)c1 (configuration not stated),-6%
COc1cccc(C(C(=O)NC2CCCCC2)N(C(=O)c2ccccn2)c2cccnc2)c1 (configuration not stated),-5%
Cc1ccc(-n2nc(C)c3c(C)cc(=O)n(CC(=O)N4CCCc5ccccc54)c32)cc1,-5%
CCOc1ccc(C(=O)Nc2nnc(S(=O)(=O)Nc3ccccc3)s2)cc1,1%
COC(=O)c1ccccc1NC(=O)Cn1nnc(-c2ccc(OC)cc2)n1,-1%
Cc1ccc(C(=O)NCCNc2ncc(C(F)(F)F)cc2Cl)cc1[N+](=O)[O-],1%
CCN(CC)CC(=O)c1c(N)n(Cc2ccccc2)c(=O)n(C)c1=O,6%
CC(=O)c1ccc(NC(=O)/C(Cl)=C/c2ccccc2)cc1,-7%
Cc1ccc(C)c(Cn2nc(C)n3c(cc4cc(C)ccc43)c2=O)c1,5%
O=C(N/N=C\c1cccs1)c1ccccc1-n1cccc1,17%
Cn1c(=O)c(=O)n(C)c2cc([N+](=O)[O-])c([N+](=O)[O-])cc21,-17%
O=c1cc(N2CCN(c3ccccc3)CC2)[nH]c(=O)n1Cc1ccc(F)cc1,1%
c1ccc(-c2nnc(CN3CCN(C(c4ccccc4)c4ccccc4)CC3)o2)cc1,-3%
CC(c1ccc(F)cc1)n1c(Cn2ncc3ccccc3c2=O)n[nH]c1=S (configuration not stated),5%
CC1=CC2=C(C=O)C(=O)C(C)(O)C(O)C2=CO1 (configuration not stated),4%
COc1ccc(OC)c(-c2csc(NC(=O)Cc3ccc(OC)c(OC)c3)n2)c1,8%
O=C(NCC(c1ccc(Cl)cc1)N1CCCCC1)c1ccc(F)cc1 (configuration not stated),4%
O=C(O)C1CN(c2nc(Cl)ccc2[N+](=O)[O-])C1,3%
COc1cc(OC)c(OC)cc1CNc1sc2c(c1C(=O)Nc1ccccc1OC)CCC2,6%
CCCC(=O)Nc1cc(C(=O)NCc2ccc(OC)cc2)ccc1S(=O)(=O)c1ccc(Cl)cc1,5%
COc1cc(OC)c(NC(=O)c2csc3c2CCC(C)C3)cc1Cl (configuration not stated),-10%
O=S(=O)(Nc1cccnc1Cl)c1ccc(F)cc1,-4%
CC(C)S(=O)(=O)c1oc(-c2ccc(F)cc2)nc1S(=O)(=O)c1ccc(F)cc1,1%
COc1ccc([N+](=O)[O-])cc1NC(c1nnc(-c2ccccc2)o1)c1ccccc1F (configuration not stated),7%
Cc1ccc(NC(=O)c2c(C(=O)Nc3ccccc3)sc3nc(C)cc(=O)n23)c(C)c1,-1%
COc1ccc(-n2cc3c(c2-c2cccc(Br)c2)c(=O)n(C)c(=O)n3C)cc1OC,7%
Cc1ccc2c(c1)cc(C(=O)Nc1ccccc1C)n2C,-11%
CCOC(=O)CSc1nc2ccccc2c(=O)n1CCc1ccc(OC)c(OC)c1,-6%
CCOc1ccc(NC(=O)c2cccc(OC(=S)N3CCOCC3)c2)cc1,7%
Cc1c(C(=O)O)sc2nc(CSc3ncc(C(F)(F)F)cc3Cl)[nH]c(=O)c12,0%
Cc1c(C(=O)NCc2ccccc2)sc2nc3n(c(=O)c12)CCC3,-15%
COc1ccc(Nc2cc3n(c(=O)n2)CCc2cc(OC)c(OC)cc2-3)c(C)c1,0%
CCc1ccc(CN(C)CC(O)COc2cccc3ccccc23)cc1 (configuration not stated),-5%
Cc1ccc(OCCC(=O)OC(C)C(=O)Nc2ccc(Cl)cn2)cc1 (configuration not stated),-11%
COC(=O)c1ccc(CNC(=O)CNC(=O)c2sc3ccccc3c2Cl)cc1,-1%
COc1ccc(N2CCN(S(=O)(=O)c3ccc(-c4ccno4)cc3OC)CC2)cc1,2%
O=C(OCc1cn([C@H]2C[C@H](c3ccccc3)N(C(=O)c3cccs3)C[C@@H]2O)nn1)c1ccccc1,4%
# Carrying on:
SMILES,aSyn yeast rescue
CCCCNC(=O)/C(=C/c1ccccc1)NC(C)=O,6%
CC1=C(c2ccc(C)cc2)S(=O)(=O)N(Cc2ccc(C(=O)Nc3ccc(F)cc3C)cc2)C1=O,-2%
CCOc1ccc(NC(=O)CSc2nnc(NC(=O)Nc3ccccc3)s2)cc1,1%
O=C(NCc1ccc(Cl)cc1)C(=O)Nc1nccs1,8%
CCCn1c(=O)c2sccc2n2c(CCCC(=O)NCc3ccccc3)nnc12,6%
CN(C)C(=O)N1CCc2ccc([N+](=O)[O-])cc21,-2%
Cc1nn(CC(=O)NC2CCCCC2)c(C)c1[N+](=O)[O-],-6%
COc1cccc(CCc2nnc(CCC(=O)NCCc3cccc(C)n3)o2)c1,-11%
Cc1cccc(C(=O)NCC(=O)N2CCN(S(=O)(=O)c3cc(C)ccc3C)CC2)c1,8%
C[C@H]1CN([C@@H](C)CO)C(=O)CCCn2nncc2CO[C@H]1CN(C)C(=O)c1cc(-c2ccccc2)on1,-5%
CN(C)C(/C=C/Nc1cccc([N+](=O)[O-])c1)=C(C#N)C#N,-2%
COc1ccc(C(=O)NCc2nnc(SCC(=O)Nc3ccccc3)n2-c2ccc(F)cc2)cc1,-6%
COc1cc2c(cc1OC)C(C)N(CCc1ccc(Cl)cc1)CC2 (configuration not stated),4%
Fc1ccc(Nc2nc(-c3ccc(F)cc3)c3c(n2)-c2ccccc2OC3)cc1,-6%
O=C(NNC(=O)c1cccs1)c1ccccn1,-1%
C[C@H](CO)NC(=O)c1nc[nH]c1C(=O)N[C@@H](C)c1ccccc1,-7%
O=C(CN1C(=O)CSc2ccc(S(=O)(=O)N3CCOCC3)cc21)NCCCN1CCCCC1,3%
COc1cc(OC)cc(C(=O)Nc2sc3c(c2C(N)=O)CCC3)c1,-13%
COc1cccc(CNC(=O)C(CC(C)C)NS(=O)(=O)c2ccc3c(c2)oc(=O)n3C)c1 (configuration not stated),-11%
O=C(NCc1ccc2c(c1)OCO2)c1ccc2c(c1)N(Cc1c(F)cccc1Cl)C(=O)c1ccccc1S2,-6%
CCOC(=O)c1ccc(NC2c3ccccc3C(=O)N2c2ccccn2)cc1 (configuration not stated),-12%
Cc1noc(-c2ccccc2OCC(=O)Nc2cccc([N+](=O)[O-])c2)n1,1%
CCCNC(=O)C1=CC(c2ccc3c(c2)OCO3)=NS(=O)(=O)N1C,-1%
Cc1ccccc1CNC(=O)C1CCN(c2nn3cc(-c4ccc(F)cc4)nc3s2)CC1,2%
Cc1nc(-c2ccc(Cl)cc2)sc1CCNC(=O)C(=O)Nc1ccccc1C#N,-2%
Cc1ccc(-n2c(SCC(=O)NCc3ccc(F)cc3)nc3c([nH]c4ccccc43)c2=O)cc1,-6%
O=C(O)CCc1ccc(-c2ccc(Cl)cc2)n1-c1cccc(C(F)(F)F)c1,19%
Cc1cc(C=NCCO)c(C)n1-c1cc(Cl)ccc1Cl,0%
CCCC1=NN2C(=N)/C(=C\c3cc(C)n(-c4cccc(C)c4)c3C)C(=O)N=C2S1,-3%
COc1cc2ccccc2cc1C(=O)Nc1cccc(-c2nc3cc(C)c(C)cc3o2)c1C,-3%
O=c1oc2ccccc2n1Cc1ccccc1Cl,-2%
COc1ccc(Cc2nc3ccccc3n2Cc2ccccc2F)cc1,2%
CS(=O)(=O)c1ccc(-c2cn3cc(C(=O)O)ccc3n2)cc1,5%
CCN(CC)CCNC(C(=O)Nc1ccc([N+](=O)[O-])cc1Br)c1ccccc1 (configuration not stated),7%
C[C@H](O)[C@@H]1C(=O)N2CCc3ccc(-c4ccccc4)cc3[C@@H]2C[C@@H]1N(C)C(=O)c1cccnc1,8%
O=C(NCCc1ccccc1Cl)C1CCN(c2nc3ccccc3nc2C(F)(F)F)CC1,-6%
COc1ccc(-n2c(=O)c3c4c(sc3n(CC(=O)NCC3CCCO3)c2=O)CN(C(C)=O)CC4)cc1OC (configuration not stated),-2%
O=C(CNC(=O)c1cccc(-n2cccc2)c1)Nc1ccccc1Br,0%
Cc1c(CC(=O)O)c(=O)oc2cc3oc4c(c3cc12)CCCC4,3%
CC(C)(C)OC(=O)NNC(=S)NC1CCCCC1,1%

# Two records picked at random from the list so far:
SMILES,aSyn yeast rescue
CS(=O)(=O)c1ccc(-c2cn3cc(C(=O)O)ccc3n2)cc1,5%
O=C(O)CCc1ccc(-c2ccc(Cl)cc2)n1-c1cccc(C(F)(F)F)c1,19%

# Next records follow.
SMILES,aSyn yeast rescue
O=S(=O)(NCC(c1cccnc1)N1CCN(c2ccc(F)cc2)CC1)c1ccc(F)cc1 (configuration not stated),-2%
CCc1ccc(NC(=O)CN2CCSc3ccc(S(=O)(=O)N4CCCC4)cc32)cc1,-6%
COCCCNC(=O)c1[nH]c2ccccc2c1Sc1ccc(C)cc1,25%
O=C(COc1ccccc1F)OCc1cc(=O)n2nc(C3CC3)sc2n1,-1%
CC(C)C1C(=O)Nc2ccc(S(=O)(=O)NCCc3ccc(Cl)cc3)cc21 (configuration not stated),-3%
CCOC(=O)N(C)C[C@@H]1OCc2ccccc2-c2c(n(C)c3ccccc23)C(=O)N([C@H](C)CO)C[C@H]1C,0%
O=C(CCc1nnc(-c2ccccc2)o1)c1ccc(Cl)cc1,-10%
COc1ccc(NC(=O)c2cc3nc(-c4ccc(Cl)c(Cl)c4)cc(C(F)(F)F)n3n2)c(OC)c1,-2%
COc1ccc(CNC(=S)Nc2ccc3nc(N4CCN(C)CC4)cc(C)c3c2)cc1,2%
O=C(NNC(=O)c1ccc[nH]1)Nc1cccc(C(F)(F)F)c1,-2%
Cc1cc(C)cc(Nc2nnc(-n3nc(C)cc3C)c3ccccc23)c1,1%
Cc1ccc(NC(=O)CSc2n[nH]c(-c3ccc(F)cc3)n2)cc1F,-11%
CCCCN1C(=O)C(CC(=O)NCCc2ccccn2)CC(C(=O)N2CCOCC2)=C1C (configuration not stated),4%
CSc1cccc(NC(=O)COc2ccccc2C)c1,2%
COc1ccc(NC(=O)Cn2ncc3c(C)n(Cc4cccc(Cl)c4)c(C)c3c2=O)cc1,7%
CCNC(=O)c1c(C)oc2ncn(C)c(=O)c12,-1%

# In the list so far, these contain a thiophene ring, fused or not:
SMILES,aSyn yeast rescue
Cc1cc(F)ccc1S(=O)(=O)Nc1ncnc2sccc12,-5%
Cc1ccc(CNC(=O)C(=O)NCC(c2ccco2)S(=O)(=O)c2cccs2)cc1 (configuration not stated),-2%
CCOC(=O)C1CCCCN1S(=O)(=O)c1csc(C(N)=O)c1 (configuration not stated),-6%
O=C(N/N=C\c1cccs1)c1ccccc1-n1cccc1,17%
COc1cc(OC)c(OC)cc1CNc1sc2c(c1C(=O)Nc1ccccc1OC)CCC2,6%
COc1cc(OC)c(NC(=O)c2csc3c2CCC(C)C3)cc1Cl (configuration not stated),-10%
Cc1c(C(=O)O)sc2nc(CSc3ncc(C(F)(F)F)cc3Cl)[nH]c(=O)c12,0%
Cc1c(C(=O)NCc2ccccc2)sc2nc3n(c(=O)c12)CCC3,-15%
COC(=O)c1ccc(CNC(=O)CNC(=O)c2sc3ccccc3c2Cl)cc1,-1%
O=C(OCc1cn([C@H]2C[C@H](c3ccccc3)N(C(=O)c3cccs3)C[C@@H]2O)nn1)c1ccccc1,4%
CCCn1c(=O)c2sccc2n2c(CCCC(=O)NCc3ccccc3)nnc12,6%
O=C(NNC(=O)c1cccs1)c1ccccn1,-1%
COc1cc(OC)cc(C(=O)Nc2sc3c(c2C(N)=O)CCC3)c1,-13%
COc1ccc(-n2c(=O)c3c4c(sc3n(CC(=O)NCC3CCCO3)c2=O)CN(C(C)=O)CC4)cc1OC (configuration not stated),-2%

# Source: PubChem (National Center for Advancing Translational Sciences (NCATS))

# Not all compounds are listed; count on the stated rates, not on these rows.
